Pf Dd2 inh: P. falciparum Dd2 growth inhibition. SYBR Green, 72 h; active compounds read low. activity change, % at 10 µM. 94,000 tested, 2.3% active. AID 1159554; in the data active = activity change below about -80%; inconclusive = no clear call, values can overlap the other calls
T cruzi growth: blocks T. cruzi growth in NIH3T3 culture. 77,000 tested, 5.9% active. T. cruzi beta-gal in NIH3T3, GalScreen luminescence, 90 h. inhibition, % at 8.34 µM;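 active = mean inhibition above about 93%, with at least 55% of replicates each passing it, limit read from the data, passing the limit was not always enough; inconclusive = only one of those two conditions holds; inactive = neither condition holds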
C diff HTS: blocks growth of Clostridium difficile; Clostridium difficile clinical isolate growth, OD600, 24 h; active compounds read low; growth activity, negative = inhibition, % at 16 µg/mL (by protocol); 86,000 tested, 0.25% active;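 active = mean growth activity at or below -80% and every replicate also at or below -80%; inconclusive = mean at or below -80% but some replicate above -80%; inactive = mean growth activity above -80%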;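 also: 0% = DMSO wells and -100% = levofloxacin 16 µg/mL wells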
GASC1 inh: KDM4C (human) demethylase inhibition; AID 720574; inhibition, % at 12.5 µM; 96,000 tested, 0.15% active; GST-KDM4C 2-372, H3K9me3 peptide, LANCE TR-FRET;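 active = mean replicate inhibition above about 25%, with at least 55% of replicates also reaching it, limit read from the data, passing the limit was not always enough; inconclusive = only one of those two conditions met; inactive = neither condition met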
Target sequence (Q9H3R0 2-372 limits assumed): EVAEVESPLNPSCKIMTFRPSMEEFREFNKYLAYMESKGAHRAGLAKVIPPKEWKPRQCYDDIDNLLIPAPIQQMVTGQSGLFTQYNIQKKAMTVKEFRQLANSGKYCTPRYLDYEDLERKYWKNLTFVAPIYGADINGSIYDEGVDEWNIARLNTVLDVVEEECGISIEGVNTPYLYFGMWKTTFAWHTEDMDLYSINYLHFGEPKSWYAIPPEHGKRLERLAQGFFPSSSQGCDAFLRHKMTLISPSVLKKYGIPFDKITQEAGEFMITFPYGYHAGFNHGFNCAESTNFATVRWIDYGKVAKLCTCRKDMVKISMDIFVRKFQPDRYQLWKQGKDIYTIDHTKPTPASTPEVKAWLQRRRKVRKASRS
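Test system – GST-tagged GASC-1 (JMJD2C) catalytic fragment, aa 2-372 · Medium – HEPES buffer, pH 7.5, plus ascorbate · Reagent – H3K9me3 peptide with Fe(II)/2OG · Compound – one test concentration per compound · Timing – 30 min reaction, 60 min detection, RT · Technique – TR-FRET with Eu antibody and ULight streptavidin, EDTA stop · Read-out basis – inhibition from TR-FRET ratio decrease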
* marks the source's active call; other numbers are inactive results; ? = inconclusive; . = no result given; & = joins results of further samples.

Values run as follows: Pf Dd2 inh	C diff HTS	T cruzi growth	GASC1 inh
COCC(=O)N(C)C[C@H]1Oc2ncc(-c3ccc(F)cc3)cc2C(=O)N([C@@H](C)CO)C[C@@H]1C
→ 0	-1	-6	-1.2
Cc1nn(C)cc1NC(=O)C[C@@H]1CC[C@H]2[C@H](COc3ccc(NC(=O)C4CCC4)cc3C(=O)N2C)O1
→ 3	-1	-28	4.0
C[C@H](CO)N1C[C@H](C)[C@@H](CN(C)C(=O)c2ccccn2)Oc2ncc(-c3cccc(C#N)c3)cc2C1=O
→ 22	-6	11	4.5
Cc1noc(C)c1NC(=O)N(C)C[C@H]1Oc2c(NC(=O)C3CCCCC3)cccc2C(=O)N([C@@H](C)CO)C[C@@H]1C
→ 66	-1	-3	3.3
CNC[C@@H]1OCCCC[C@H](C)Oc2ccc(NS(C)(=O)=O)cc2C(=O)N([C@H](C)CO)C[C@@H]1C
→ 11	-2	-1	0.8
C[C@H](CO)N1C[C@H](C)[C@H](CN(C)C(=O)Nc2ccccc2)Oc2ccc(NC(=O)c3ccncc3)cc2CC1=O
→ 9	-5&-6	.	-2.6
CCNC(=O)Nc1ccc2c(c1)C(=O)N(C)[C@@H]1CC[C@H](CC(=O)NCc3ccc(F)cc3)O[C@@H]1CO2
→ 2	0	16	0.6
COC(=O)C[C@H]1CC[C@H]2[C@@H](COc3ccc(NC(=O)c4cccs4)cc3C(=O)N2C)O1
→ 9	7	.	-0.4
O=C(C[C@@H]1CC[C@@H]2[C@H](COC[C@H](O)CN2Cc2cc(F)cc(F)c2)O1)NC1CCC1
→ 2	9	40	1.5
C[C@H]1CN([C@@H](C)CO)C(=O)Cc2cc(NC(=O)Nc3ccc(F)cc3)ccc2O[C@H]1CN(C)C
→ 2	1&0	.	0.3
COCC(=O)N1CC2(C1)[C@@H](c1ccccc1)[C@@H](CO)N2C(=O)c1ccncc1
→ -64	9	.	21
C[C@@H]1CCCCO[C@@H](CN(C)C(=O)c2ccccc2)[C@H](C)CN([C@H](C)CO)C(=O)c2cc(NS(=O)(=O)c3ccc(Cl)cc3)ccc2O1
→ -30	3	98*	-1.7
N#C[C@@H]1[C@@H](c2ccc(-c3cccc(F)c3)cc2)[C@H](CO)N1C(=O)NC1CCCCC1
→ -70	1	.	-1.3
C[C@H]1CN([C@@H](C)CO)C(=O)Cc2cc(NC(=O)Cc3ccccc3)ccc2O[C@H]1CN(C)S(=O)(=O)c1ccc(Cl)cc1
→ -59	-1	7	-0.5
C/C=C/c1ccc([C@@H]2[C@H](CO)N(CC3CC3)C23CN(S(C)(=O)=O)C3)cc1
→ -43	0	.	-2.5

Record cards, as listed above.
Cc1noc(C)c1NC(=O)N(C)C[C@H]1Oc2c(NC(=O)C3CCCCC3)cccc2C(=O)N([C@@H](C)CO)C[C@@H]1C is listed as Pf Dd2 inh: 66; C diff HTS: -1; T cruzi growth: -3; GASC1 inh: 3.3
COC(=O)C[C@H]1CC[C@H]2[C@@H](COc3ccc(NC(=O)c4cccs4)cc3C(=O)N2C)O1 is listed as Pf Dd2 inh: 9; C diff HTS: 7; T cruzi growth: .; GASC1 inh: -0.4
COCC(=O)N1CC2(C1)[C@@H](c1ccccc1)[C@@H](CO)N2C(=O)c1ccncc1 is listed as Pf Dd2 inh: -64; C diff HTS: 9; T cruzi growth: .; GASC1 inh: 21

Next section:
Values run as follows: Pf Dd2 inh	C diff HTS	T cruzi growth	GASC1 inh
Cc1noc(C)c1NC(=O)N(C)C[C@@H]1Oc2ccc(NC(=O)c3ccncc3)cc2CC(=O)N([C@@H](C)CO)C[C@H]1C
→ -2	-9	17	15
CCCNC(=O)Nc1ccc2c(c1)C(=O)N(C)C[C@@H](OC)[C@H](C)CN(C)[C@H](C)CO2
→ 7	-2	-43	2.4
O=C(Nc1cccc(F)c1)N[C@H]1CC[C@@H](CCNS(=O)(=O)c2cccc(Cl)c2)O[C@@H]1CO
→ -19	.	16	-2.9
O=S(=O)(c1ccc(F)cc1)N1CCCCN2[C@@H](CO)[C@@H](c3ccc(-c4ccccc4)cc3)[C@@H]2C1
→ -69	37	91	-0.5
C[C@@H]1CN([C@H](C)CO)C(=O)c2cc(NS(=O)(=O)c3ccc(Cl)cc3)ccc2O[C@@H]1CN(C)S(=O)(=O)c1ccccc1
→ 55	-10	29	-0.9
C[C@@H]1CN([C@H](C)CO)C(=O)c2cc(NC(=O)Nc3ccc4c(c3)OCO4)ccc2O[C@@H](C)CCCCO[C@H]1CN(C)S(=O)(=O)c1cn(C)cn1
→ 26	-2	40	0.1
CN(C)CC#Cc1ccc([C@@H]2[C@H]3CN(C(=O)C4CC4)CCCCN3[C@H]2CO)cc1
→ 13	1	-29	.
CC(=O)N(C)C[C@@H]1Oc2ncc(-c3ccc(C#N)cc3)cc2C(=O)N([C@H](C)CO)C[C@H]1C
→ 9	0	-11	-1.2
C/C=C/c1ccc([C@H]2[C@H]3CN(Cc4ccc(F)cc4)CC(=O)N3[C@H]2CO)cc1
→ -27	9	.	-0.5
Cc1ccc(S(=O)(=O)Nc2ccc3c(c2)CC(=O)N([C@H](C)CO)C[C@H](C)[C@@H](CN(C)C(=O)Nc2ccccc2)O3)cc1
→ -42	2	2	0.4
COc1ccc(CN(C)C[C@@H]2Oc3ccc(NC(=O)Cn4cnnn4)cc3C(=O)N([C@H](C)CO)C[C@H]2C)cc1
→ -2	2	-29	5.9
CC(C)NC(=O)Nc1ccc2c(c1)C(=O)N([C@H](C)CO)C[C@H](C)[C@@H](CN(C)S(=O)(=O)c1cn(C)cn1)OCCCC[C@@H](C)O2
→ 36	-2	-39	0.7
C[C@@H]1CN([C@@H](C)CO)C(=O)CCCn2nncc2CO[C@@H]1CN(C)Cc1cccc(C(F)(F)F)c1
→ -11	0	-6	-1.2
CC(C)CC#Cc1cnc2c(c1)C(=O)N([C@H](C)CO)C[C@@H](C)[C@@H](CN(C)C(=O)Cc1ccncc1)O2
→ -64	1	3	0.2
C[C@@H]1CN([C@@H](C)CO)C(=O)c2cccc(NC(=O)c3ccncc3)c2O[C@@H]1CN(C)S(=O)(=O)c1cn(C)cn1
→ 18	.	31	4.0
OC[C@H]1[C@H](c2ccc(C#Cc3ccccc3F)cc2)[C@H]2CN(CC3CCOCC3)CCCCN21
→ -3	-2	66	-1.5
Cc1noc(C)c1NC(=O)Nc1ccc2c(c1)CC(=O)N([C@H](C)CO)C[C@@H](C)[C@@H](CN(C)Cc1ccc(C(=O)O)cc1)O2
→ 7	-2	-37	-0.6
C[C@@H]1CN([C@H](C)CO)C(=O)CCCn2nncc2CO[C@H]1CN(C)Cc1ccccc1C(F)(F)F
→ -16&-17	-2&5	31&-110	2.0
O=C([C@@H]1[C@@H](CO)[C@@H]2Cn3c(ccc(-c4ccc(F)cc4)c3=O)[C@@H]2N1Cc1cocn1)N1CCCCC1
→ -8	1	40	2.6
C[C@H]1CN([C@@H](C)CO)C(=O)c2cccc(NS(=O)(=O)c3ccc(F)cc3)c2O[C@H]1CN(C)CC1CC1
→ 14	3	-4	-0.3
CO[C@@H]1CN(C)C(=O)c2ccc(NC(=O)C3CC3)cc2OC[C@@H](C)N(CCc2ccccc2)C[C@H]1C
→ -63	.	33	-1.5
C[C@@H]1CCCCO[C@@H](CN(C)Cc2ccc3c(c2)OCO3)[C@H](C)CN([C@@H](C)CO)C(=O)c2cc(NC(=O)c3ccccc3)ccc2O1
→ -72	11	.	-0.2
COc1ccc(CN(C)C[C@@H]2Oc3ccc(NS(=O)(=O)c4cccs4)cc3C(=O)N([C@H](C)CO)C[C@H]2C)cc1
→ 16	9	2	0.9
CC(C)CC#Cc1ccc2c(c1)O[C@H](CN(C)C(=O)c1cccnc1)[C@@H](C)CN([C@@H](C)CO)S2(=O)=O
→ -22	7	76	2.8
CCCC#Cc1ccc([C@H]2[C@H]3CN(S(=O)(=O)c4ccccc4F)CCCCN3[C@H]2CO)cc1
→ -10	31	?	0.6
CCS(=O)(=O)N1CCCCN2[C@H](CO)[C@@H](c3ccc(-c4ccc(C(=O)N(C)C)cc4)cc3)[C@@H]2C1
→ -6	-2	30	-2.2
C[C@H]1CN([C@@H](C)CO)C(=O)c2cc(NC(=O)Nc3cccc4ccccc34)ccc2O[C@H]1CN(C)C(=O)Nc1ccccc1
→ -24	-8	32	-4.3
Cc1ccc(S(=O)(=O)N(C)C[C@H]2Oc3c(NC(=O)C4CCCCC4)cccc3C(=O)N([C@H](C)CO)C[C@@H]2C)cc1
→ -29	2	46	.
O=C(C[C@@H]1CC[C@@H]2[C@H](COC[C@H](O)CN2S(=O)(=O)c2cccc(Cl)c2)O1)N1CCOCC1
→ 10	.	-13	2.1
C[C@H](CO)N1C[C@H](C)[C@H](CN(C)C(=O)Nc2cccc(F)c2)OCc2cn(nn2)CCCC1=O
→ 4	.	-13	-0.5
C[C@H]1CN([C@@H](C)CO)C(=O)c2cc(C#Cc3ccccn3)cnc2O[C@H]1CN(C)Cc1cncnc1
→ 19	-1	72	1.0
C[C@H]1CN([C@@H](C)CO)C(=O)c2cccc(NC(=O)CCCCCC(=O)Nc3ccccc3N)c2O[C@H]1CN(C)S(=O)(=O)c1ccc(Cl)cc1
→ -90*	-6	101*	-2.7
C[C@H](CO)N1C[C@H](C)[C@H](CN(C)Cc2ccccc2)Oc2ccc(NC(=O)c3ccncc3)cc2C1=O
→ 11	1	17	0.0
COc1ccccc1-c1ccc([C@H]2[C@H](CO)N(C(C)=O)C23CN(C(C)=O)C3)cc1
→ -21	-2	.	0.8
CO[C@H]1CN(C)C(=O)c2ccc(NC(=O)NC(C)C)cc2OC[C@@H](C)NC[C@@H]1C
→ .	-2	20	0.2
C/C=C/c1ccc2c(c1)O[C@@H](CN(C)C(=O)COC)[C@H](C)CN([C@@H](C)CO)S2(=O)=O
→ -7	-4	.	0.9
CO[C@@H]1CN(C)C(=O)c2cc(NC(C)=O)ccc2OC[C@H](C)N(C(=O)c2ccncc2)C[C@@H]1C
→ -19	0	-39	12
C[C@H]1CN([C@@H](C)CO)C(=O)c2cc(NC(=O)CCN3CCOCC3)ccc2O[C@@H]1CN(C)Cc1ccc(Oc2ccccc2)cc1
→ -25	-3	13	0.0
O=C(C[C@H]1C[C@@H]2c3cc(NC(=O)Nc4ccccc4)ccc3O[C@@H]2[C@@H](CO)O1)NCc1ccccn1
→ 11	2	-9	-1.4
C[C@@H]1CN([C@@H](C)CO)C(=O)c2cc(C#CC3CCCCC3)cnc2O[C@H]1CN(C)Cc1ccncc1
→ -19	.	18	-1.8
O=S(=O)(Cc1ccccc1)N1CCCCN2[C@@H](CO)[C@@H](c3ccc(-c4ccc(F)cc4)cc3)[C@@H]2C1
→ -56	14	98*	-0.7
CCCNC(=O)Nc1ccc2c(c1)OC[C@@H](C)N(C(=O)CC)C[C@H](C)[C@H](OC)CN(C)C2=O
→ 7	.	-20	1.0
O=C(NC[C@H]1N[C@@H](CO)[C@H]1c1ccc(-c2ccc(F)cc2)cc1)c1ccccn1
→ -9	37	35	-0.2
CCCN1C[C@H](C)[C@H](OC)CN(C)C(=O)c2ccc(NC(=O)c3ccc(F)cc3)cc2OC[C@@H]1C
→ 1	-2	-8	-0.4
O=C(C[C@H]1CC[C@H](NC(=O)c2ccccn2)[C@@H](CO)O1)NCc1cccc(F)c1
→ -27	-1	36	0.5
CNC[C@@H]1OCCCC[C@H](C)Oc2ccc(NC(=O)C3CCCCC3)cc2C(=O)N([C@@H](C)CO)C[C@@H]1C
→ -14	-5	-31	0.5
N#C[C@@H]1[C@H](c2ccccc2)[C@@H](CO)N1C(=O)c1cccnc1
→ 47	-7	85	-1.2
C[C@@H]1CN([C@@H](C)CO)C(=O)c2cc(NC(=O)c3ccncc3)ccc2O[C@H]1CN(C)S(=O)(=O)c1ccccc1
→ -4	-1	-18	-1.9
C[C@@H]1CCCCO[C@H](CN(C)S(=O)(=O)c2cn(C)cn2)[C@@H](C)CN([C@@H](C)CO)C(=O)c2cc(NS(=O)(=O)c3cccs3)ccc2O1
→ 23	0	14	-1.0

High-throughput results: PubChem, Broad Institute
